Assay outcomes as filed in PubChem.
Xi reactivation – activators of X-chromosome reactivation in mouse fibroblasts. XiGFP mouse fibroblasts, % GFP-positive cells imaging, 3 d; cells co-treated with 5-aza-dC sensitizer; scaled so ellipticine positive control = 100%. activation, % at 7.58 µM. AID 743238. 360,000 compounds, 0.055% hits;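 active = mean normalized replicate activation at least 10% and every replicate at or above 10%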;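 note: 0% = median of on-plate neutral control wells and 100% = ellipticine 6 µM median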
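Material: XiGFP fibroblasts, SV40-immortalized. Buffer or medium: DMEM plus 5-aza-dC sensitizer. Compound: single concentration per compound, delivered by pin transfer. Times: 3 days compound exposure. Controls: ellipticine 6 µM.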
ERAP1 inh – inhibitors of human ERAP1 aminopeptidase; 340,000 compounds, 0.15% hits; Q9NZ08; recombinant ERAP1, Leu-AMC fluorescence, 60 min; AID 652197; inhibition, % at 10.7 µM;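 active = mean replicate inhibition of at least 30%, or all replicates individually reaching that 30% level; inactive = mean below 30% and not every replicate reaching it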;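 note: 0% = neutral control wells and 100% = L-leucinethiol positive control wells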
F508del corr – CFTR F508del correction in bronchial cells. AID 720511. CFBE cells, YFP halide quenching; stimulated with forskolin plus potentiator P3; % fluorescence drop versus neutral controls. 350,000 compounds, 0.36% hits. activity (quench increase), % at 7.58 µM;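 active = mean added fluorescence quench of at least 8% versus neutral control, with both replicates also reaching 8%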;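 note: cells transiently co-express mutant CFTR-F508del with the halide-sensitive YFP; corrector assay measuring rescue of mutant channel to the surface after 24 h compound exposure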
esBAF inh – SWI/SNF esBAF complex inhibition | mouse ES cells, Bmi1-luciferase knock-in reporter, 24 h; 100% = twice the neutral-well signal | reporter increase, % at 12.5 µM | 350,000 compounds, 2% hits | AID 602393; in the data active = activation above about 40%;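 note: 0% = median of the plate's neutral control wells and 100% = double that signal; a rise in the Bmi1 reporter signal indicates esBAF inhibition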
ARNT TACC3 PPI – ARNT/TACC3 interaction disruption; Q9Y6A5; AID 623870; inhibition, % at 9.99 µM; AlphaScreen His-ARNT PAS-B/GST-TACC3 binding, luminescence; TACC3 fragment carries E629A point mutation; 390,000 compounds, 0.66% hits;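 active = mean inhibition of replicates at least 50% and at least half of replicates each reaching 50%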;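 note: 0% = complete ARNT plus TACC3 wells and 100% = ARNT alone without TACC3; many hits fall short of the cut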
RAD54 branch – RAD54 (human) branch migration inhibition; RAD54 Holliday junction branch migration, FAM/BHQ fluorescence; inhibition, % at 10.4 µM; 360,000 compounds, 0.14% hits; AID 602329;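 active = mean normalized replicate activity at least 40 and at least half of replicates scoring 40 or more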;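 note: 0% = median of neutral control wells and 100% = median of positive control wells; inhibitors cause a drop in the FAM fluorescence signal; in these data hits start at about 50%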
INS-1E GSIS act – GLuc luminescence reporter in INS-1E cells, primary screen for activators of glucose-dependent secretion of insulin; INS-1E GLuc reporter insulin secretion, 2-3 h; activation, % at 16.6 µM; 370,000 compounds, 0.61% hits; AID 743287;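 active = lowest replicate activation of at least 40%, so every replicate reaches that level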;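 note: 0% = median of neutral control wells and 100% = median of IBMX positive control wells; some compounds called inactive have numbers as strong as hits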
RAD52 anneal inh – inhibitors of human RAD52 DNA annealing; P43351; recombinant RAD52 DNA annealing, FRET fluorescence; inhibition, % at 18.7 µM; 360,000 compounds, 0.46% hits;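 active = every replicate showing at least 50% inhibition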
Target sequence (P43351 whole entry, looked up): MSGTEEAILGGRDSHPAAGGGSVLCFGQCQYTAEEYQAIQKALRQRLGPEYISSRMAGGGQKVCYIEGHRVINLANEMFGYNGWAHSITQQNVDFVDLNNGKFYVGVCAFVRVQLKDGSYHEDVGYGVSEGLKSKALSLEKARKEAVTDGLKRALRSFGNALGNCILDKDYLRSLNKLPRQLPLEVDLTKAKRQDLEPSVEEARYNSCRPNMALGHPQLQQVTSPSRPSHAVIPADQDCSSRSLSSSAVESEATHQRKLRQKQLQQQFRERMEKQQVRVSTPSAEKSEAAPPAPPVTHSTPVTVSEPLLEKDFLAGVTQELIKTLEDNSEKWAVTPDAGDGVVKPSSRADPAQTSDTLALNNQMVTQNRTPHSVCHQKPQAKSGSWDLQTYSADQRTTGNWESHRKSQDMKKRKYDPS
Starred values were filed as active, the others as inactive; x = not tested or not shown. Rows were taken by chance; any-hit rate near 3.3%.

Results follow in this order: RAD52 anneal inh, INS-1E GSIS act, Xi reactivation, ERAP1 inh, F508del corr, RAD54 branch, esBAF inh, ARNT TACC3 PPI
1) CN(C)CC(=O)Nc1ccc2c(c1)[C@@H]1C[C@@H](CC(=O)NCc3ccccn3)O[C@@H](CO)[C@@H]1O2
  -9, 5, 0.0, -2, -0.6, 7, 3, -4
2) CC1(C(=O)NS(=O)(=O)c2ccc(Cl)cc2)CCN1C(=O)COc1ccc(Cl)cc1 (stereo unspecified)
  -16, -5, 0.3, 6, 1.4, 1, -1, x
3) C[C@@H]1CN([C@H](C)CO)C(=O)c2cc(C#CC(C)(C)O)cnc2O[C@@H]1CN(C)C(=O)c1ccccc1F
  7, 2, 0.9, -1, 0.0, -1, -3, 5
4) COc1cc(NC(=O)C(=O)NCCN2CCNCC2)c(OC)cc1Cl
  -7, 10, 0.1, -7, -5.4, x, x, -3
5) CCNc1nc(NC(C)CC)nc(ON=C(C)C)n1 (stereo unspecified)
  -18, 56*, 0.1, x, 0.6, -3, -5, -3
6) O=C(Cc1ccc(O)cc1)NC1CCCCCC1
  0, 3, 0.0, -6, 1.2, -1, 36, -1
7) N#C[C@@H]1[C@H](c2ccccc2C2=CCCC2)[C@H](CO)N1C(=O)C1CC1
  -6, 27, 0.2, 1, -1.2, x, x, x
8) COCC(=O)N1CC(=O)N2[C@@H](CO)[C@H](c3ccc(C#Cc4cccc(OC)c4)cc3)[C@@H]2C1
  -3, 8, -0.1, 2, -1.9, x, x, x
9) COCCCNc1nc2nonc2nc1N1CCC(C(C)N2CCOCC2)CC1 (stereo unspecified)
  -16, -16, 0.0, -1, 1.6, -3, -2, -4
10) C[C@@H]1ON(C)[C@H]2C[C@H]3c4[nH]c5ccccc5c4CCN3C(=O)[C@@H]12
  -19, 16, 0.2, x, 0.8, -12, -2, x
11) O=C(NCC(=O)N1CCCCCCC1)c1ccc(Cl)c(Cl)c1
  -35, -3, 0.4, -2, -0.6, 8, 38, x
12) Cc1ccc(Cc2c(-c3ccc(F)cc3)nc3cc(C)ccn23)cc1
  -61, x, 0.0, -1, 2.1, 0, 44*, x
13) O=C(CCC(=O)OCc1ccc(Br)cc1)Nc1ccccc1
  -6, -9, 0.0, 2, x, x, x, -9
14) C[C@@H]1CCCCO[C@H](CN(C)C(=O)Nc2ccccc2)[C@H](C)CN([C@H](C)CO)C(=O)c2cc(NC(=O)NC3CCCCC3)ccc2O1
  21, -17, -0.1, -2, 0.3, -4, -6, -3
15) CCOC(=O)C1(CCc2ccccc2)CCN(Cc2ccc(C(=O)OC)cc2)CC1
  -2, -18, 0.0, 4, -2.1, -11, -15, 1

Later entries.
Results follow in this order: RAD52 anneal inh, INS-1E GSIS act, Xi reactivation, ERAP1 inh, F508del corr, RAD54 branch, esBAF inh, ARNT TACC3 PPI
16) O=C(Cc1ccc([N+](=O)[O-])cc1)Oc1ccccc1
  -2, x, 0.0, -2, -1.6, 3, -7, 6
17) CCn1cc(CN2CCC(n3nccc3NC(=O)Cc3ccccc3)CC2)cn1
  -16, 14, 1.8, -2, 0.9, -2, -4, 1
18) CC(C)(C)c1ccc(C(=O)Cn2nc(C(=O)O)c3ccccc3c2=O)cc1
  3, -17, 0.1, 0, -1.2, x, 5, 0
19) COc1ccc(S(=O)(=O)N2CCCCC2)cc1NC(=O)c1ccccc1
  -8, 7, 0.3, 1, -4.6, -7, x, 0
20) NC(=O)C(=O)N/N=C/c1cccc(C(F)(F)F)c1
  -13, 16, 0.0, 5, -0.2, x, x, -3
21) C=CCc1c(C)nc2c(-c3ccccc3)cnn2c1N1CCOCC1
  0, 5, 0.4, -3, x, -11, 84*, 2
22) COc1cc(S(=O)(=O)N2CCCC2)c(C)cc1C
  -26, 19, 0.0, 0, x, 6, 2, -4
23) CN(C)CC(=O)N1CC(=O)N2[C@@H](CO)[C@H](c3ccc(/C=C/c4ccccc4)cc3)[C@@H]2C1
  24, 8, -0.1, -3, -0.8, x, x, x
24) O=c1[nH]cnc(O)c1C(c1ccc(Br)cc1)c1c(O)nc[nH]c1=O
  -16, 1, 0.8, x, -2.5, -7, 8, 1
25) CCCNC(=O)N1C[C@H](O)COC[C@@H]2O[C@@H](CC(=O)N3CCC(Cc4ccccc4)CC3)CC[C@H]21
  -4, -10, 0.0, 1, -1.9, -10, -3, -1
26) COc1cccc(C(=O)NCCCNc2nc3cc(C)cc(C)c3cc2C#N)c1
  7, -19, 0.0, x, -4.8, x, -6, x
27) Cc1cc(-c2nn(-c3ccccc3F)cc2CN2CCN(c3ccccn3)CC2)c(C)s1
  -6, -38, -0.2, 0, 3.4, 6, 0, 4
28) CCOc1ccccc1NC(=S)NCCc1ccc(F)cc1
  -11, -21, 0.0, x, 1.5, x, -5, 7
29) O=c1[nH]c2ccccc2c(O)c1-c1cc2ccccc2oc1=O
  -9, -7, 0.0, 1, 1.1, x, x, x
30) CC(C)(C)NC(=O)CCN(/N=C/c1ccncc1)C1=NS(=O)(=O)c2ccccc21
  1, 4, 0.2, 1, 1.1, -30, -2, 63*

Continuation.
Results follow in this order: RAD52 anneal inh, INS-1E GSIS act, Xi reactivation, ERAP1 inh, F508del corr, RAD54 branch, esBAF inh, ARNT TACC3 PPI
31) S=C(NCCN1CCOCC1)N/N=C/c1cccs1
  1, 2, 0.0, 2, -3.5, x, 4, 4
32) Cc1cc(Br)ccc1SCC(=O)NNC(=O)c1ccco1
  -14, -4, 0.0, 1, 1.7, -5, -1, -6
33) O=C(CCCn1c(=S)[nH]c2ccsc2c1=O)Nc1ccc(F)cc1
  -10, -16, 0.0, 0, -0.1, 14, 7, x
34) Cc1ccc(-n2sc3ccccc3c2=O)cc1S(=O)(=O)N1CCCCC1
  -8, x, 0.2, 3, -2.5, -5, 33, 0
35) C[C@H](CO)N1C[C@H](C)[C@H](CN(C)S(=O)(=O)c2ccc(C#N)cc2)Oc2ncc(-c3cccc(F)c3)cc2C1=O
  0, -23, -0.8, 2, 0.1, 0, 7, 5
36) Cc1ccc(NC(=O)c2nc[nH]c2C(=O)N2CCN(C(=O)OC(C)(C)C)CC2)cc1
  -5, -12, -0.4, x, 1.5, -10, -4, -1
37) CC(C)c1ccccc1NC(=O)COC(=O)Cc1cccc(C(F)(F)F)c1
  0, -8, 0.3, 6, x, x, x, 26
38) COCCN(C(=O)c1ccc(-c2ccc(Cl)cc2)o1)c1c(N)n(Cc2ccccc2)c(=O)[nH]c1=O
  -30, -8, 0.0, -4, 0.8, x, x, 1
39) O=C(O)CCC(NC(=S)Nc1ccccc1)C(=O)O (stereo unspecified)
  -8, 6, 0.0, 2, 1.5, -10, -2, -7
40) Cc1ccc(S(=O)(=O)Nc2ccc3c(c2)CC(=O)N([C@H](C)CO)C[C@H](C)[C@@H](CN(C)S(=O)(=O)c2ccc(Cl)cc2)O3)cc1
  x, 2, -1.0, x, -1.5, 7, 7, 10
41) O=C(O)CCCCN1C(=O)C=CC1=O
  1, 2, 0.7, 18, 0.0, x, x, x
42) COc1cccc(CNS(=O)(=O)c2cc(Br)ccc2Br)c1
  0, -23, 0.2, x, -3.0, 3, -3, x
43) CCCCCNC(=O)[C@@H]1CSC2c3ccccc3C(=O)N21 (stereo partly specified)
  2, -7, 0.0, -2, 3.1, x, x, 0
44) O=C(N/N=C/c1ccccc1[N+](=O)[O-])c1ccc(CN2CCOCC2)cc1
  -13, 10, 0.0, -3, 0.4, x, x, 1
45) CCNC(=O)[C@H]1[C@H](CO)[C@H]2Cn3c(ccc(C4=CCCC4)c3=O)[C@@H]1N2C(=O)CC
  -4, 10, 0.3, 0, -0.1, -25, -2, -1

(next part)
Results follow in this order: RAD52 anneal inh, INS-1E GSIS act, Xi reactivation, ERAP1 inh, F508del corr, RAD54 branch, esBAF inh, ARNT TACC3 PPI
46) O=S1(=O)CC(N2CCN(CC3CC3)CC2)CN1C1CCCCC1 (stereo unspecified)
  -5, 1, -0.1, 6, -1.0, 4, -8, x
47) CCOC(=O)c1c(-c2ccc(C)cc2)csc1NC(=O)c1cccc(N2C(=O)CCC2=O)c1
  -13, 13, 0.0, -3, -2.5, 4, x, -6
48) CCCc1ccc(O)c(N=Cc2cc(Br)cc(OCC)c2O)c1
  -13, 0, 0.0, -1, -3.2, x, x, -1
49) CN1C(=O)[C@H]2[C@@H](/C=C/c3ccccc3)N3C(=O)CN(CCO)C(=O)[C@@]3(Cc3ccccc3)[C@H]2C1=O
  -18, x, 0.4, -1, -3.9, -5, 10, -1
50) COc1cc2c(cc1OC)C(C)N(C(=O)c1ccc(C)o1)CC2 (stereo unspecified)
  -19, 23, 0.0, 3, 2.3, 7, 0, -9
51) CCN1[C@@H]2Cn3c(cccc3=O)[C@H]1[C@@H](C(=O)NC1Cc3ccccc3C1)[C@@H]2CO
  -6, 15, 0.6, x, 0.5, 3, -2, x
52) COCC(=O)Nc1ccc2c(c1)OC[C@H](C)N(Cc1ccccn1)C[C@@H](C)[C@H](OC)CN(C)C2=O
  -9, 1, 0.4, -2, -1.0, 2, -2, 6
53) C[C@H]1CN([C@@H](C)CO)C(=O)c2cc(C#CC3CCCCC3)cnc2O[C@@H]1CN(C)S(=O)(=O)c1cccc(F)c1
  17, -6, -0.5, 0, 2.4, -1, 2, 0
54) Nc1ccc(S(=O)(=O)Nc2nccc(/C=C/c3cccc(Br)c3)n2)cc1
  -15, -2, 0.1, -1, 0.3, -5, 6, -3
55) CCc1cc2c(cc3c(=O)n(CC(=O)N4CCN(c5ccccn5)CC4)nc(CC)n32)s1
  -8, 13, x, 3, -4.3, 15, 0, 5
56) O=C(Nc1ccc(Cl)c(S(=O)(=O)N2CCOCC2)c1)c1ccc(Cl)nc1
  -10, -32, 0.0, -6, -4.0, -2, 3, 4
57) COc1cccc(N(CC(=O)NC2CCCCC2)C(=O)CCC(=O)Nc2nc(C)cs2)c1
  -10, 0, 0.0, -3, -0.1, 2, 1, -4
58) OC1(c2cccc(C(F)(F)F)c2)CCN(Cc2nc(-c3cnccn3)no2)CC1
  -14, 7, 0.0, 2, 0.1, 1, -5, -3
59) O=C(Nc1ccc(-c2nc3ccccc3s2)c(O)c1)C1=COCCO1
  x, 2, 0.4, x, 0.0, x, x, -9
60) OC(c1ccccc1)(c1ccccc1)C1CCN(CCCOc2ccc(F)cc2)CC1
  1, -42, 3.8, 1, -0.7, x, x, x

Continued:
Results follow in this order: RAD52 anneal inh, INS-1E GSIS act, Xi reactivation, ERAP1 inh, F508del corr, RAD54 branch, esBAF inh, ARNT TACC3 PPI
61) CSC[C@H]1CN(c2ccc(Br)cc2)C(=O)[C@@H]1CC(=O)Nc1ccccc1
  -9, -39, 0.3, 10, -1.3, 8, -5, x
62) CCc1ccc(NC(=O)c2cc3c(C)nc4ccccc4c3o2)cc1
  -21, -15, 0.0, 4, 0.8, x, x, 3
63) O=C(COc1ccc(Cl)cc1Cl)N/N=C/c1ccccn1
  -12, 0, 0.0, 2, 2.7, -7, x, 1
64) O=C(Nc1ccc(S(=O)(=O)N2CCCCC2)cc1)C1CC(=O)N(c2ccc(F)cc2)C1 (stereo unspecified)
  -42, -20, 0.3, -7, 0.9, 2, 3, -1
